From PubChem
ARFGAP1 inhibitor: inhibitors of rat ARFGAP1; Q62848; Arfgap1-stimulated ARF1 GTP hydrolysis, GDP FP detection; inhibition, % at 16.5 µM; hit rate 0.26% among 360,000; AID 651572;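 active = inhibition above a per-plate limit, mean inhibition of low control wells plus 3 SD, cut at about 25% in these data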;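 also: 0% = DMSO wells with enzyme and 100% = wells lacking Arfgap1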
Target sequence (Q62848 1-136 limits assumed): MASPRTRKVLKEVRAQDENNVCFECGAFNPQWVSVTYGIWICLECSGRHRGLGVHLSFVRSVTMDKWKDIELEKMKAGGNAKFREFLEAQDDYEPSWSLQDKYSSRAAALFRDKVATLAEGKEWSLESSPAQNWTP
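Material: rat Arfgap1 GAP domain (His6, aa 1-136), purified enzyme. Also added: human ARF1(Δ1-17)-GTP substrate. Compound dosing: 16.5 µM single point, 1.26% DMSO. Timing: enzyme reaction 120 min at 25 °C after 20 min preincubation. Signal: GDP detection by fluorescence polarization. Read-out basis: percent inhibition of GAP-stimulated GDP formation, scaled between DMSO and no-Arfgap1 medians.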
rCAG binder: r(CAG) repeat RNA binding | TO-PRO-1 dye displacement fluorescence | inhibition, % at 3 µM | hit rate 1.3% among 370,000 | AID 651821;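 active = inhibition above the plate cutoff, the mean of all test compounds on that plate plus 3 SD, cut at about 35% in these data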;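 also: 0% = DMSO alone and 100% = 100 µM mitoxantrone as full dye displacement; higher means more dye released from RNA so lower well fluorescence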
Rev-erbA mod: Rev-erb alpha (human) modulation; hit rate 0.79% among 370,000; P20393; AID 1259318; Rev-erbα–FITC-DNA binding, fluorescence polarization, 90 min; activity, % at 10 µM;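 active = activity above about 14%, limit read from the data; passing the limit was not always enough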;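 also: 0% = DMSO wells with 35 nM protein and 100% = DMSO wells with 750 nM protein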
Target sequence (P20393 whole entry, looked up): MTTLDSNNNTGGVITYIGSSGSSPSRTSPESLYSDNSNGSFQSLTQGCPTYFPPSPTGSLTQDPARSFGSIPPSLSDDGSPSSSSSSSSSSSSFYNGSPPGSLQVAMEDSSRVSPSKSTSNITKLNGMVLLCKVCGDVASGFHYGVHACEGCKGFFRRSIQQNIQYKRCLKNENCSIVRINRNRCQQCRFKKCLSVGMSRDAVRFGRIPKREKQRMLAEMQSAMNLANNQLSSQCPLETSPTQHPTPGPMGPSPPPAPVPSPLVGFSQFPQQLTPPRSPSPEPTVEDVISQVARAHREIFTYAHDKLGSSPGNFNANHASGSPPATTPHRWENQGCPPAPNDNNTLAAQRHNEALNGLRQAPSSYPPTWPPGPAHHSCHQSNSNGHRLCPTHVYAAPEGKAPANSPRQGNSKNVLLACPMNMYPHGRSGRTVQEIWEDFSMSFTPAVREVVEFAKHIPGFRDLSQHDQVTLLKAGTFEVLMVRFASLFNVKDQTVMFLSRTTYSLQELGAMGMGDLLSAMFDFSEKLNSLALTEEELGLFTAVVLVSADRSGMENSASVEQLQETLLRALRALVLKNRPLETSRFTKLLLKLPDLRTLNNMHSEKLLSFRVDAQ
mABHD4 FP: inhibitors of mouse ABHD4; Q8VD66; purified mABHD4, FP-Rh probe fluorescence polarization; inhibition, % at 8.92 µM; hit rate 0.54% among 370,000; AID 720543;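 active = inhibition exceeding the mean over every tested compound plus 3 SD, cut at about 30% in these data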;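 also: 0% = plate median of compound wells and 100% = S159A mutant with DMSO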
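Test system: mABHD4 protein; Read-out basis: % inhibition; Incubation: 45 min + 60 min at 25 °C; Repeats: single replicate; Technique: fluorescence polarization with parallel and perpendicular emission, 525/598 nm; Compound: 8.92 µM, single dose; Benchmarks: full inhibition S159A mutant plus DMSO, zero as sample-well median.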
SMARCA2 activ: activators of SMARCA2 function; MG213 cells, MMTV-luciferase reporter, dexamethasone, overnight; activation, % at 9.1 µM; hit rate 1% among 370,000; in the data active = activation above about 7.8%;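 also: 0% = vehicle wells and 100% = reference activator wells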
NPR1 activator: GC-A (human) enzyme activation. activation, % at 10 µM. hit rate 0.14% among 370,000. HEK293 GC-A cells, cGMP TR-FRET, EC30 ANP; 0% at EC30 ANP, 100% saturating ANP. P16066; in the data active = activation above about 40%
ASAP1 inh: blocks human ASAP1-stimulated Arf1 GTP hydrolysis | GDP FP detection | inhibition, % at 16.5 µM | hit rate 0.19% among 360,000 | AID 624377; in the data active = inhibition above about 25%;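 also: 0% = vehicle with enzyme and substrate and 100% = no enzyme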
HTRA1 inhibitor: HTRA1 (human) protease inhibition | Q92743 | recombinant HTRA1, FP-rhodamine activity-based probe, fluorescence polarization | inhibition, % at 5.96 µM | hit rate 0.5% among 340,000 | AID 504803; in the data active = inhibition above about 36%;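 also: 0% = enzyme with DMSO and 100% = wells lacking enzyme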
GC-B act: GC-B (human) receptor activation; P20594; hit rate 0.11% among 370,000; activation, % at 10 µM; HEK293-GC-B cells, CNP EC30, cGMP TR-FRET; 0% at EC30 CNP, 100% saturating CNP;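 active = activation at 10 µM reaching about 35% in either raw or pattern-adjusted values, limit read from the data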
PG9 binder: PG9 antibody binding by small molecule; inhibition, % at 6.7 µM; TR-FRET gp120-PG9 antibody binding; AID 624416; hit rate 0.43% among 360,000; in the data active = inhibition above about 8.5%
* hit, by the source's call.

Screening COc1ccc(C(C(=O)NC(C)(C)C)N(Cc2ccco2)C(=O)CCC(=O)Nc2ccccn2)cc1 (stereo unspecified) returned ARFGAP1 inhibitor -1.9, rCAG binder -1.2, Rev-erbA mod 0.9, mABHD4 FP 3.4, SMARCA2 activ -2.3, NPR1 activator -8.4, ASAP1 inh -6.6, HTRA1 inhibitor 5.2, GC-B act 4.8 and PG9 binder 0.5.
CC1=C(C(=O)N2CCOCC2)C(c2ccccc2F)C2=C(CCCC2=O)N1 (stereo unspecified) was read as ARFGAP1 inhibitor 9.3, rCAG binder -0.5, Rev-erbA mod -1.5, mABHD4 FP 3.2, SMARCA2 activ -2.0, NPR1 activator 2.0, ASAP1 inh 11.2, HTRA1 inhibitor 3.4, GC-B act 8.4 and PG9 binder -0.6.
`COc1cc(C(=O)OCc2ccccc2C#N)ccc1OCC(=O)N1CCOCC1` gave ARFGAP1 inhibitor -0.3, rCAG binder -0.7, Rev-erbA mod -1.8, mABHD4 FP -8.3, SMARCA2 activ -1.9, NPR1 activator 1.2, ASAP1 inh -1.6, HTRA1 inhibitor 2.4, GC-B act -0.8 and PG9 binder -0.8.
For CCN1C(=C(C#N)C#N)C=Cc2cc(C)ccc21 the results were ARFGAP1 inhibitor 1.1, rCAG binder -3.4, Rev-erbA mod -3.3, mABHD4 FP -5.2, SMARCA2 activ -4.0, NPR1 activator 11.9, ASAP1 inh -7.6, HTRA1 inhibitor -9.1, GC-B act 8.5 and PG9 binder 22.8*.
Screening COc1ccc(CNC(=O)c2cnn3c(C(F)F)cc(C)nc23)cc1 returned ARFGAP1 inhibitor 13.1, rCAG binder -5.1, Rev-erbA mod 3.4, mABHD4 FP 5.6, SMARCA2 activ -0.6, NPR1 activator 3.5, ASAP1 inh 0.5, HTRA1 inhibitor 1.0, GC-B act 1.6 and PG9 binder -3.1.
Cc1ccc(/C=N/N(C)C2=NS(=O)(=O)c3ccccc32)cc1 was read as ARFGAP1 inhibitor -4.3, rCAG binder 6.9, Rev-erbA mod 3.8, mABHD4 FP 3.8, SMARCA2 activ 0.3, NPR1 activator -15.9, ASAP1 inh -9.3, HTRA1 inhibitor -2.6, GC-B act 4.1 and PG9 binder 0.8.
CCSc1nc2ccccc2c(=O)n1C1CCOC(C)(C)C1 (stereo unspecified) was read as ARFGAP1 inhibitor 2.3, rCAG binder -9.4, Rev-erbA mod 0.2, mABHD4 FP -2.2, SMARCA2 activ -3.0, NPR1 activator -1.7, ASAP1 inh -12.7, HTRA1 inhibitor -3.8, GC-B act -1.6 and PG9 binder -1.2.
Screening CC1CCCN(C(=O)CSc2nnc3ccccn23)C1 (stereo unspecified) returned ARFGAP1 inhibitor 0.7, rCAG binder 0.8, Rev-erbA mod 11.4, mABHD4 FP -9.0, SMARCA2 activ -1.5, NPR1 activator 0.6, ASAP1 inh 18.5, HTRA1 inhibitor 0.3, GC-B act 4.6 and PG9 binder 0.2.
For COc1ccc(C(=O)COC(=O)/C=C/c2ccco2)cc1F the results were ARFGAP1 inhibitor -5.4, rCAG binder 8.9, Rev-erbA mod 1.9, mABHD4 FP 3.6, SMARCA2 activ -0.1, NPR1 activator 2.3, ASAP1 inh -0.3, HTRA1 inhibitor -4.1, GC-B act 3.4 and PG9 binder 0.2.
CCCOc1ccccc1C1CC(=O)NC2=C1C(=O)CCC2 (stereo unspecified) was read as ARFGAP1 inhibitor 4.9, rCAG binder -1.4, Rev-erbA mod -4.8, mABHD4 FP 2.6, SMARCA2 activ -0.1, NPR1 activator -0.5, ASAP1 inh -12.9, HTRA1 inhibitor 5.5, GC-B act -1.1 and PG9 binder -1.5.
`O=C(Nc1nc([C@@H]2O[C@H](CO)[C@@H](O)[C@H](O)[C@H]2O)cs1)NC(c1ccccc1)c1ccccc1` gave ARFGAP1 inhibitor -5.7, rCAG binder 3.6, Rev-erbA mod -2.6, mABHD4 FP 4.1, SMARCA2 activ 5.4, NPR1 activator 0.1, ASAP1 inh -2.3, GC-B act -13.3 and PG9 binder -0.1.
COc1cccc(C(=O)Nc2nc(-c3ccncc3)cs2)c1 was read as ARFGAP1 inhibitor 19.2, rCAG binder -0.1, Rev-erbA mod 0.1, mABHD4 FP -7.1, SMARCA2 activ -1.0, NPR1 activator 1.3, ASAP1 inh 2.3, HTRA1 inhibitor -18.4, GC-B act 0.0 and PG9 binder -15.0.
`Cc1nc(CC(=O)N2CCN(c3cccc(C)c3C)CC2)cs1` gave ARFGAP1 inhibitor -1.9, rCAG binder -2.2, Rev-erbA mod 3.8, mABHD4 FP -0.5, SMARCA2 activ -0.6, NPR1 activator 0.0, ASAP1 inh -18.7, HTRA1 inhibitor -3.4, GC-B act 3.3 and PG9 binder 0.0.
For CCOC(=O)CSc1nc2sc3c(c2c(=O)[nH]1)CC(C)(C)OC3 the results were ARFGAP1 inhibitor 14.2, rCAG binder -0.7, Rev-erbA mod -0.8, mABHD4 FP 2.2, SMARCA2 activ -2.7, NPR1 activator 2.6, ASAP1 inh 10.9, HTRA1 inhibitor -1.3, GC-B act -6.1 and PG9 binder -1.2.
CN(Cc1cn(Cc2cccc(Cl)c2)nn1)C1CN(Cc2cn(Cc3cccc(Cl)c3)nn2)S(=O)(=O)C1 (stereo unspecified) was read as ARFGAP1 inhibitor 7.3, rCAG binder 3.4, Rev-erbA mod -2.1, mABHD4 FP 5.9, SMARCA2 activ 2.2, NPR1 activator -7.0, ASAP1 inh -3.6, GC-B act -1.5 and PG9 binder 0.3.
`O=C1N(c2ccccc2)CC2CC(c3ccccc3)N3CCCC123` (stereo unspecified) gave rCAG binder 11.8, Rev-erbA mod 1.3, mABHD4 FP 4.9, SMARCA2 activ -3.2, NPR1 activator 1.9 and GC-B act 1.7.
Screening CCOc1ccc(Nc2nc3ccccc3n3cnnc23)cc1 returned ARFGAP1 inhibitor 12.4, rCAG binder 11.5, Rev-erbA mod -0.9, mABHD4 FP 8.3, SMARCA2 activ 1.0, NPR1 activator -5.5, ASAP1 inh 6.2, HTRA1 inhibitor 1.6, GC-B act -18.7 and PG9 binder 0.4.
COc1ccccc1CCn1cnc(C)c1CC(C)C was read as ARFGAP1 inhibitor -8.2, rCAG binder 3.8, Rev-erbA mod -7.3, mABHD4 FP -3.7, SMARCA2 activ -1.6, NPR1 activator -10.1, ASAP1 inh 11.0, GC-B act -13.7 and PG9 binder -0.1.
Cc1cc(C)c(S(=O)(=O)N2CCN(C(=O)C(C)Cn3cncn3)CC2)c(C)c1 (stereo unspecified) was read as ARFGAP1 inhibitor -2.6, rCAG binder -9.2, Rev-erbA mod 9.8, mABHD4 FP 0.9, SMARCA2 activ -1.4, NPR1 activator -3.2, ASAP1 inh -8.9, HTRA1 inhibitor -4.2, GC-B act -1.0 and PG9 binder -1.0.
Screening COc1ccc(/C=N/n2c(=O)[nH]c3c([nH]c4ccc(F)cc43)c2=O)cc1CN1CCCCC1 returned ARFGAP1 inhibitor -4.8, rCAG binder 7.2, Rev-erbA mod 6.4, mABHD4 FP 0.7, SMARCA2 activ 4.3, NPR1 activator 3.5, ASAP1 inh 2.4, HTRA1 inhibitor 5.1, GC-B act 0.2 and PG9 binder -1.1.
`Cc1ccc(NC(=O)Nc2ccccc2F)cc1S(=O)(=O)N1CCOCC1` gave ARFGAP1 inhibitor 4.7, rCAG binder 1.6, Rev-erbA mod 5.3, mABHD4 FP -11.7, SMARCA2 activ 3.0, NPR1 activator 3.9, ASAP1 inh 12.6, HTRA1 inhibitor -10.0, GC-B act 1.7 and PG9 binder -0.8.
CCC(CC)C(=O)Nc1cc(C(=O)OC)ccc1C(=O)OC was read as ARFGAP1 inhibitor 10.8, rCAG binder -2.3, Rev-erbA mod -1.2, mABHD4 FP 6.6, SMARCA2 activ -4.3, NPR1 activator -1.1, ASAP1 inh 3.4, HTRA1 inhibitor -9.2, GC-B act -4.0 and PG9 binder -3.3.
`C=CCn1c(NCc2ccc3c(c2)OCO3)nc2ccccc21` gave ARFGAP1 inhibitor 10.5, rCAG binder -2.8, Rev-erbA mod 2.3, mABHD4 FP 1.6, SMARCA2 activ 4.1, NPR1 activator 0.5, ASAP1 inh 9.5, HTRA1 inhibitor 2.4, GC-B act -0.7 and PG9 binder -0.3.
For O=C1C(Nc2ccc(O)cc2)=C/C(=N/S(=O)(=O)c2cccs2)c2ccccc21 the results were ARFGAP1 inhibitor 9.0, rCAG binder 24.3, Rev-erbA mod -4.7, mABHD4 FP 72.8*, SMARCA2 activ -13.0, NPR1 activator -14.8, ASAP1 inh 31.9*, HTRA1 inhibitor 63.8*, GC-B act -10.1 and PG9 binder -15.3.
Screening Cc1cccc(N2CCN(c3nc4nonc4nc3N3CCSCC3)CC2)n1 returned ARFGAP1 inhibitor 2.6, rCAG binder 1.5, Rev-erbA mod -0.8, mABHD4 FP 1.0, SMARCA2 activ 1.2, NPR1 activator -7.0, ASAP1 inh -7.4, HTRA1 inhibitor -1.3, GC-B act -1.2 and PG9 binder -2.1.
O=C(Cn1ncc2c(=O)oc3ccccc3c21)NCC1CCCO1 (stereo unspecified) was read as ARFGAP1 inhibitor 2.9, rCAG binder 2.7, Rev-erbA mod -2.8, mABHD4 FP 3.2, SMARCA2 activ -1.0, NPR1 activator -0.1, ASAP1 inh 4.0, HTRA1 inhibitor -1.8, GC-B act 4.5 and PG9 binder 0.2.
For CC(=O)N1CCN(Cc2nc3ccc(Cl)cc3n2CCO)CC1 the results were ARFGAP1 inhibitor 6.7, rCAG binder 1.7, Rev-erbA mod 5.1, mABHD4 FP -1.2, SMARCA2 activ -0.4, NPR1 activator 3.9, ASAP1 inh -2.0, HTRA1 inhibitor 3.9, GC-B act 2.1 and PG9 binder 1.3.
O=C(COC(=O)c1ccc(Br)o1)Nc1ccc(F)cc1[N+](=O)[O-] was read as ARFGAP1 inhibitor 1.9, rCAG binder 1.7, Rev-erbA mod -5.3, mABHD4 FP 4.8, SMARCA2 activ 0.2, NPR1 activator -2.7, ASAP1 inh -12.7, HTRA1 inhibitor 4.4, GC-B act 0.4 and PG9 binder 0.3.
COc1ccc(CN2c3cc(S(=O)(=O)N4CCOCC4)ccc3N3CCCC32)cc1 (stereo unspecified) was read as ARFGAP1 inhibitor 5.6, rCAG binder 6.9, Rev-erbA mod 3.2, mABHD4 FP -6.0, SMARCA2 activ 2.4, NPR1 activator 0.1, ASAP1 inh -5.4, HTRA1 inhibitor 3.5, GC-B act 5.9 and PG9 binder -0.7.

Two compounds picked at random from those above, as already listed:
For CC(=O)N1CCN(Cc2nc3ccc(Cl)cc3n2CCO)CC1 the results were ARFGAP1 inhibitor 6.7, rCAG binder 1.7, Rev-erbA mod 5.1, mABHD4 FP -1.2, SMARCA2 activ -0.4, NPR1 activator 3.9, ASAP1 inh -2.0, HTRA1 inhibitor 3.9, GC-B act 2.1 and PG9 binder 1.3.
Screening Cc1cccc(N2CCN(c3nc4nonc4nc3N3CCSCC3)CC2)n1 returned ARFGAP1 inhibitor 2.6, rCAG binder 1.5, Rev-erbA mod -0.8, mABHD4 FP 1.0, SMARCA2 activ 1.2, NPR1 activator -7.0, ASAP1 inh -7.4, HTRA1 inhibitor -1.3, GC-B act -1.2 and PG9 binder -2.1.
